Source: PubChem (National Center for Advancing Translational Sciences (NCATS))
LDHA block: qHTS assay for inhibitors of human lactate dehydrogenase. purified LDHA, NADH/diaphorase-resazurin fluorescence; stronger effect = lower value. L-lactate dehydrogenase A chain (Homo sapiens), P00338. activity change, % (values are at about 110 or 230 µM). hit rate 0.15% among 480,000. AID 1347041, 2019; in the data active means activity change below about -30%; inconclusive means mostly about -25% to -30%;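 further: plate controls were DMSO wells for no effect and wells without enzyme for full effect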
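Enzyme activity of human lactate dehydrogenase 5 (2 nM; 0.06 mM NADH, 0.2 mM pyruvate, 5 min, RT) is measured via a resazurin/diaphorase fluorescence readout of residual NADH.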
* = called active by the depositor; ? = inconclusive; & = joins results of further samples.

SMILES | LDHA block
Cc1ccc(S(=O)(=O)NCC(=O)OCc2coc(-c3cccs3)n2)cc1C | -9
COCCn1cnnc1SCc1cccc(C(F)(F)F)c1 | -1
COc1ccc(OC)c(NC(=O)CSc2nc3ccsc3c(=O)n2-c2ccccc2F)c1 | -21
O=C1NC[C@@H](CCCCN2C[C@H](Cc3ccc(O)cc3)N(CCc3ccc(O)cc3)C(=O)C2=O)N(Cc2ccccc2)C1=O | -7
C[C@H]1O[C@H](C2CCCC2)CC2=C1C(=O)OC(C)(C)O2 | 0
Cc1nn(C)c(C)c1CC(=O)NCc1cccnc1N1CCOCC1 | -18
CCOC(=O)c1cc(NC(=O)C2CCC2)cc(C(=O)OCC)c1 | 26
O=C(NCCc1nc(-c2ccccc2)no1)c1cc(=O)c2ccc(Br)cc2o1 | -23
NC(=O)C1(c2ccccc2)CCCC1 | 1
Cc1cccc(OCCSc2nc3cc(S(=O)(=O)N(C)C)ccc3o2)c1 | -3
O=C(N/N=C/c1ccc(Cl)cc1)c1cccs1 | ?
O=C(c1cc2c(s1)CCC2)N1CCN(c2ncccn2)CC1 | 4
FC(F)(F)c1cc(-c2ccccn2)nc2c(-c3ccc(Cl)cc3)cnn12 | -4
Cc1nn(C)c2sc(C(=O)N3CCN(S(=O)(=O)c4ccccc4Cl)CC3)cc12 | -1
CCCC(=O)Nc1ccc(-c2nc(NC(C)(C)C)sc2C)cc1 | 7
CCCCn1nnnc1C1(C)CCC(=O)N1CCOc1ccccc1 (stereo not drawn) | -14
N#Cc1ccc(Cc2cnc(NC(=O)c3cccs3)s2)c(C(F)(F)F)c1 | 15
Cc1ccnc(SC(C(=O)O)c2ccccc2)n1 (stereo not drawn) | -1
CCc1nn2c(=O)cc(CNc3cccc(C(=O)NCC(F)(F)F)c3)nc2s1 | 1
Cc1ccc(CNc2ncnc3onc(-c4cc(F)cc(F)c4)c23)cc1 | 10
CN1CCN(C(=O)CNc2nc(Cl)nc3nc[nH]c23)CC1 | 4
CC(C)(C)c1ccccc1NC(=O)CSc1ncnc2ccccc12 | -1
CCN(Cc1cccs1)C(=O)NCC(c1ccco1)N(C)C (stereo not drawn) | 2
COc1ccc(C2=NN(c3nc(C)cs3)C(c3ccccc3)C2)cc1 (stereo not drawn) | 0
O=C(NC1(c2ccccc2)CCC1)c1ccccc1C(F)(F)F | 2
CCCCN1C(=O)C(=O)NC[C@@H]1Cc1ccc(O)cc1 | -4
NC(=S)NNC(=O)Nc1ccccc1 | 8
Cc1ccccc1C(=O)OC(C)C(=O)c1ccc2c(c1)CCC2 (stereo not drawn) | -14
COCCn1cc2c(c1-c1ccc(Cl)cc1)c(=O)n(C)c(=O)n2C | 0
CCC(=O)N1N=C(c2cn(-c3ccccc3)nc2-c2ccc(OC)cc2)CC1c1ccco1 (stereo not drawn) | -2
C=CCNc1nc(-c2sc(NC(=O)C(C)(C)C)nc2C)c(-n2cc(-c3ccccc3)nn2)s1 | 1
CCCN(CC)c1ccc(/C=N/NC(=S)Nc2ccc(CC)cc2)cc1 | -1
Cc1ccnc(SCc2nc3cc(NC(=O)c4cccc(Br)c4)ccc3n2C)n1 | 7
CC(C(=O)Nc1ccc(F)cc1Cl)N1CCN(c2ccc(O)cc2)CC1 (stereo not drawn) | 29
N#Cc1ccc(COc2ccc(C#N)cc2)cc1 | -3
CCOc1ccc(NC(=O)NC(C)c2ccc(Cl)s2)cc1 (stereo not drawn) | 2
CC(C)NC(=S)NN=C1CCC(C(C)(C)C)CC1 (stereo not drawn) | -2
Cc1ccc2c(=O)cc(C(=O)NCC(c3cccs3)N3CCCCCC3)oc2c1 (stereo not drawn) | 9
Cc1c(CCC(=O)NC2CC(C)(C)NC(C)(C)C2)c(=O)oc2cc(O)ccc12 | -1
Cc1ccc(COc2ccc(C=O)cc2Cl)cc1 | -5
Cc1cc(C)cc(NC(=O)c2nn(Cc3ccccc3)c(=O)c3ccccc23)c1 | 9
Cc1cc(C)c(C(=O)Cn2nc(C(=O)O)c3ccccc3c2=O)c(C)c1 | -19
CCn1nc(C(=O)OCc2nc(-c3cccc(OC)c3)no2)c2ccccc2c1=O | 2
Cc1ccccc1Nc1nc(-c2ccc([N+](=O)[O-])cc2)nc2ccccc12 | -6
CC(C)(C)C(=O)NC12CC3CC(CC(C3)C1)C2 | 1
CC1(C(=O)NCc2ccc(F)cc2)CN(S(C)(=O)=O)CC(=O)N1Cc1ccc2c(c1)OCO2 (stereo not drawn) | -5
FC(F)(F)c1cccc(/C=N/N=C(c2ccccc2)c2ccccc2)c1 | -1
CN(C)S(=O)(=O)c1ccc(Cl)c(C(=O)NCc2ccnc(N3CCCC3)c2)c1 | 1
Cc1cccc(C(=O)NCc2nc(C)cs2)n1 | -14
NC(=O)C1CCCN1C(=O)c1nn(-c2ccccc2)c(=O)c2ccccc12 (stereo not drawn) | -3
Cc1cccc(C(=O)NC2(C(F)(F)F)N=C(c3ccccc3)N(Cc3ccco3)C2=O)c1 (stereo not drawn) | -2
CCOc1ccc(N2C(=O)c3ccccc3NC23CCSC3)cc1 (stereo not drawn) | 9
FC(F)(F)c1cc(-c2ccccc2)nc(SCc2ccccn2)n1 | -3
COc1ccc(CC(=O)Oc2ccc3cc(Br)ccc3c2)cc1OC | 3
Cc1cc(C)c(CNCc2ccco2)c(C)c1 | 4
CCOc1ccc(NC(=O)Cn2cnc3c(nnn3Cc3ccc(C)cc3)c2=O)cc1 | 1
O=C1CC(c2nc(-c3ccc(Oc4ccccc4)cc3)no2)CN1c1ccccc1 (stereo not drawn) | 11
COc1ccc2c(COC(=O)c3ccccc3OCC3CCCO3)cc(=O)oc2c1 (stereo not drawn) | 0
COc1ccc(C(=O)/C=C/c2ccc(OCC(=O)O)c(OC)c2)cc1F | 11
CC(C#N)OC(=O)c1ccc(-c2ccccc2Cl)o1 (stereo not drawn) | 6

Look-ups from the list:
COc1ccc(CC(=O)Oc2ccc3cc(Br)ccc3c2)cc1OC in LDHA block reads 3
O=C1CC(c2nc(-c3ccc(Oc4ccccc4)cc3)no2)CN1c1ccccc1 (stereo not drawn) in LDHA block reads 11
CCOc1ccc(N2C(=O)c3ccccc3NC23CCSC3)cc1 (stereo not drawn) in LDHA block reads 9
COc1ccc(C(=O)/C=C/c2ccc(OCC(=O)O)c(OC)c2)cc1F in LDHA block reads 11
NC(=O)C1CCCN1C(=O)c1nn(-c2ccccc2)c(=O)c2ccccc12 (stereo not drawn) in LDHA block reads -3

Following part.
SMILES | LDHA block
CCOC(=O)CN1C(=O)S/C(=C/c2cn(C)c3ccccc23)C1=O | -11
COC(=O)C1=CN(c2ccc3c(c2)OCO3)C(N)=C(C#N)C1c1cccc(F)c1 (stereo not drawn) | 3
COc1cc(C(C)=O)ccc1OS(=O)(=O)c1ccc2c(c1)CCCC2 | 0
Cc1ccc(Nc2ccc(S(N)(=O)=O)cc2[N+](=O)[O-])cc1 | -4
Cc1ccc(C(=O)NC2CC2)cc1NC(=O)CC1C=CCC1 (stereo not drawn) | 3
O=C(CSc1nc2ccccc2nc1N1CCCC1)N1CCN(c2ccc(Cl)cc2)CC1 | -4
CCN(Cc1cccc(C)c1)C(=O)c1csc(S(N)(=O)=O)c1 | 1
CCCCCC(=C/c1ccccc1)/C=N/Nc1nncc2ccccc12 | 3
CC(Oc1cccc(Cl)c1)c1nc(-c2ccncc2)no1 (stereo not drawn) | 6
COc1ccc(-c2nc(P(=O)(OC)OC)c(NCc3cccnc3)o2)cc1 | -6
CC(C)c1ccc(C(NC(=O)c2n[nH]c(=O)c3ccccc23)C(C)C)cc1 (stereo not drawn) | -1
Cc1nc(CCNC(=O)N2CCN(Cc3ccco3)CC2)cs1 | -25
CC(C)NC(=O)c1ccc([N+](=O)[O-])cc1 | -7
CC(SCc1ccc(Br)cc1)C(=O)O (stereo not drawn) | -4
CN(CC(=O)Nc1c(Cl)cccc1Cl)Cc1ncc(-c2ccc(F)cc2)o1 | 0
CCOc1cc(C(=O)Oc2ccc(C#N)cc2OC)cc(OCC)c1OCC | 2
CSc1ccc(/C=C2/C(=O)c3ccccc3OC2c2ccccc2)cc1 (stereo not drawn) | 12
COc1ccc(-c2sc3ccccc3c2-c2cc(OC)ccc2C=O)cc1 | -2
Cc1nc(COc2ccc(C(=O)N3CCN(C4CCS(=O)(=O)C4)CC3)cc2)cs1 (stereo not drawn) | -10
Cc1ccc(NC(=O)Nc2cc3c(cc2Oc2ccccc2)n(C)c(=O)n3C)c(Cl)c1 | 5
CCc1ccc(-c2nc3cc(NC(=O)c4ccc([N+](=O)[O-])o4)ccc3o2)cc1 | 3
O=C(COc1ncnc2ccc(Br)cc12)N1CCCCC1 | 1
CC(OC(=O)c1ccc2c(c1)NC(=O)CS2)C(=O)Nc1ccc(C(N)=O)cc1 (stereo not drawn) | 6
CN(Cc1ccc(Cl)c(Cl)c1)C(=O)c1cc2ccccc2oc1=O | 1
CCCCn1c(SCC(=O)NCC)nc2cc(C(=O)OC)ccc2c1=O | -17
O=c1cc(CN2CCN(CCO)CC2)c2cc(Cl)c(O)cc2o1 | -1&3
CC(=O)Nc1cccc(C(C)NC(=O)Nc2cc(Cl)cc(Cl)c2)c1 (stereo not drawn) | 1
CC(Sc1c(Cl)cccc1Cl)C(=O)NC(N)=O (stereo not drawn) | 9
CCOc1cccc(/C=C(/C#N)c2ccccn2)c1OC(F)F | 3
CC(=O)Nc1cccc(NC(=O)C2CCN(c3nc4ccccc4o3)CC2)c1 | 5
O=C(CSc1cn(Cc2ccc(F)cc2)c2ccccc12)N1CCCc2ccccc21 | 12
Cc1onc(-c2ccccc2)c1-c1nnc(CSc2nnnn2C)o1 | 4
Cc1ccc2[nH]cc(CCNC3CC(=O)N(c4ccc(F)cc4)C3=O)c2c1 (stereo not drawn) | 9
O=C(NCc1cccnc1)c1ccc2c(c1)-c1ccccc1C2 | 3
O=C(c1cc(Cl)ccc1O)N1CCN(S(=O)(=O)c2ccccc2)CC1 | 0
COCCN(Cc1ccc(C(C)C)cc1)Cc1cc(=O)n2c3c(sc2n1)CCCC3 | 6
CCCOc1cccc(-c2cc(C(=O)O)c3cc(C)ccc3n2)c1 | 5
CC/C=C(/C)C(=O)NC(C)CN1CCOCC1 (stereo not drawn) | -12
CC(C)NC(=O)NC(=O)C(C)Nc1ccc(F)cc1 (stereo not drawn) | -10
CN(C)C(=O)CNC(=O)c1cc2occc2n1Cc1ccccc1 | -2
CC(C)COc1ccc(CN)cc1 | 0
CCCCNC(=O)c1cccc(Cl)c1 | 7
O=c1cc(-c2ccccc2F)oc2ccc(Br)cc12 | -1
O=C1NC[C@@H](Cc2cccc3ccccc23)N(CCc2cccc(F)c2)C1=O | 5
Cc1ccc2nc(SCC(=O)N3CCN(S(=O)(=O)c4ccccc4)C3)[nH]c2c1 | -1
Cc1c(-c2ccccc2)oc2c(C(=O)N3CCN(C(=O)c4ccccc4)CC3)cccc2c1=O | 2
CN(CCOC(=O)/C=C/c1ccccc1)Cc1ccccc1 | 1
C=CCN1CCN(c2nc3c(c(=O)[nH]c(=O)n3C)n2Cc2ccc(Cl)cc2)CC1 | 5
CCN(CC)c1ccc(NS(=O)(=O)c2ccc(C3CCCCC3)cc2)cc1C(=O)O | 11
CCc1ccc(-n2nc(-c3nc4ccccc4s3)c(N)c2C(=O)OC)cc1 | 9
COc1ccc(-c2nc3c(c(SCC(=O)Nc4ccccc4)n2)COC(C)(C)C3)cc1 | -3
CC(C)NC(=O)NC(=O)COC(=O)c1cc2c(s1)CCC2 | -2
CCc1cccc(NC(=O)CCC2CCCCC2)c1 | 12
C/C(=C/C(=O)NCC1CN(C)CCO1)C12CC3CC(CC(C3)C1)C2 (stereo not drawn) | -2
Cc1c(C)c(C)c(S(=O)(=O)Nc2ccc(F)c(C(=O)O)c2)c(C)c1C | 16
CCCCCC/C=N/NC(=O)c1cccc2ccccc12 | 22
C=CCOc1cccc(NC(C)=O)c1 | 9
COc1ccc(NC(=O)Cn2c(=O)c(CNc3ccccc3)cc3cc(OC)c(OC)cc32)cc1 | 16
COc1ccccc1CNC(=O)c1nccnc1N | 1
Cc1ccc(S(=O)(=O)N(Cc2nc3nc(C)cc(C)n3n2)c2ccccc2)cc1 | -5

Grouped by structure, those above with an NH in an aromatic ring (five)
SMILES | LDHA block
CN1CCN(C(=O)CNc2nc(Cl)nc3nc[nH]c23)CC1 | 4
CC(C)c1ccc(C(NC(=O)c2n[nH]c(=O)c3ccccc23)C(C)C)cc1 (stereo not drawn) | -1
Cc1ccc2[nH]cc(CCNC3CC(=O)N(c4ccc(F)cc4)C3=O)c2c1 (stereo not drawn) | 9
Cc1ccc2nc(SCC(=O)N3CCN(S(=O)(=O)c4ccccc4)C3)[nH]c2c1 | -1
C=CCN1CCN(c2nc3c(c(=O)[nH]c(=O)n3C)n2Cc2ccc(Cl)cc2)CC1 | 5

Next structures:
SMILES | LDHA block
COc1ccc(-c2noc(COC(=O)c3nn(C)c4ccccc34)n2)cc1 | 0
CCOc1ccc(-c2nc(CNC(=O)Nc3ccc(Cl)cc3)c(C)o2)cc1 | -4
COC(=O)c1ccc(COC(=O)COc2ccc(OCc3ccccc3)cc2)o1 | 3
O=C(COC(=O)c1nc(-c2ccccc2)n(-c2ccccc2)n1)Nc1cccc(Cl)c1 | 3
O=C(COc1ccccc1-c1noc(COc2ccccc2)n1)N1CCCCCC1 | 3
CNC(=O)c1ccc(CN(C(=O)NCC(F)(F)F)C2CC2)cc1 | 11
COc1ccc(CC(=O)NC(C)C2CC3CCC2C3)cc1OC (stereo not drawn) | 3

Ordered by length of the SMILES (falling): part of the list above.
SMILES | LDHA block
COc1ccc(NC(=O)Cn2c(=O)c(CNc3ccccc3)cc3cc(OC)c(OC)cc32)cc1 | 16
Cc1ccc(S(=O)(=O)N(Cc2nc3nc(C)cc(C)n3n2)c2ccccc2)cc1 | -5
CCOc1ccc(-c2nc(CNC(=O)Nc3ccc(Cl)cc3)c(C)o2)cc1 | -4
COC(=O)c1ccc(COC(=O)COc2ccc(OCc3ccccc3)cc2)o1 | 3
CNC(=O)c1ccc(CN(C(=O)NCC(F)(F)F)C2CC2)cc1 | 11
COc1ccc(CC(=O)NC(C)C2CC3CCC2C3)cc1OC (stereo not drawn) | 3
COc1ccccc1CNC(=O)c1nccnc1N | 1

Only part of the results is shown; rates above refer to the full screens.
